# Screening results (PubChem)
# PAFAH1B3 inh – blocks human PAF acetylhydrolase 1B catalytic subunit 3. Q15102. recombinant PAFAH1B3, FP-rhodamine probe, fluorescence polarization. inhibition, % at 3.39 µM. actives 0.28% (n = 340,000). AID 492972;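 active means inhibition above the screen-wide average of all tested compounds plus 3 SD, cut at about 25% in these data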;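 further: 0% = enzyme with DMSO only and 100% = wells lacking PAFAH1B3 protein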
# PAFAH2 FP inh – inhibitors of human PAFAH2; AID 492956; inhibition, % at 3.39 µM; Q99487; actives 0.99% (n = 340,000); recombinant PAFAH2, FP-rhodamine activity probe, fluorescence polarization;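 active means inhibition above the mean over all tested compounds plus 3 SD, cut at about 30% in these data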;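 further: inhibitors block probe labeling of enzyme so polarization drops; 0% = enzyme with DMSO and 100% = wells lacking PAFAH2 protein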
# PAFAH1B2 inh – inhibitors of human PAFAH1B2. actives 1.2% (n = 340,000). recombinant PAFAH1B2, FP-rhodamine activity probe, fluorescence polarization. P68402. inhibition, % at 3.39 µM. AID 492953;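 active means inhibition above the mean of all tested compounds plus 3 SD, cut at about 24% in these data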;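 further: 0% = enzyme with DMSO and 100% = wells lacking PAFAH1B2; many of its hits are not listed in these tables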
# Target sequence (P68402 whole entry, looked up): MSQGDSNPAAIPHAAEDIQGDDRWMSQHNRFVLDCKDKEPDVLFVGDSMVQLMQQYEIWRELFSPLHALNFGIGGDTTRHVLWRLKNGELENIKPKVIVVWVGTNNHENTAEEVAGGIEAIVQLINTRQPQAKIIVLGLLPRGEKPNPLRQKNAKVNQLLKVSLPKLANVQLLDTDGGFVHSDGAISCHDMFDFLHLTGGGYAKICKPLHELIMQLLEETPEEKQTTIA
# LYPLA1 counter – blocks human lysophospholipase 1, a PME1 counter-screen; O75608; recombinant LYPLA1, FP-Rh probe fluorescence polarization; inhibition, % at 5.9 µM; actives 0.16% (n = 320,000); AID 2174;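 active means inhibition above the mean of all tested compounds plus 3 SD, set per campaign, cut at about 14% in these data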;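 further: inhibitors block serine hydrolase probe labeling of LYPLA1 so polarization falls; 0% = enzyme with DMSO and 100% = wells lacking LYPLA1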
# PREPL inh – human PREPL enzyme inhibition; AID 2751; Q4J6C6; actives 0.68% (n = 320,000); recombinant PREPL, fluorescence polarization activity-based probe; inhibition, % at 5.96 µM; in the data active means inhibition above about 43%;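 further: 0% = enzyme with DMSO and 100% = wells lacking enzyme; many of its hits are not listed in these tables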
# Target sequence (Q4J6C6 whole entry, looked up): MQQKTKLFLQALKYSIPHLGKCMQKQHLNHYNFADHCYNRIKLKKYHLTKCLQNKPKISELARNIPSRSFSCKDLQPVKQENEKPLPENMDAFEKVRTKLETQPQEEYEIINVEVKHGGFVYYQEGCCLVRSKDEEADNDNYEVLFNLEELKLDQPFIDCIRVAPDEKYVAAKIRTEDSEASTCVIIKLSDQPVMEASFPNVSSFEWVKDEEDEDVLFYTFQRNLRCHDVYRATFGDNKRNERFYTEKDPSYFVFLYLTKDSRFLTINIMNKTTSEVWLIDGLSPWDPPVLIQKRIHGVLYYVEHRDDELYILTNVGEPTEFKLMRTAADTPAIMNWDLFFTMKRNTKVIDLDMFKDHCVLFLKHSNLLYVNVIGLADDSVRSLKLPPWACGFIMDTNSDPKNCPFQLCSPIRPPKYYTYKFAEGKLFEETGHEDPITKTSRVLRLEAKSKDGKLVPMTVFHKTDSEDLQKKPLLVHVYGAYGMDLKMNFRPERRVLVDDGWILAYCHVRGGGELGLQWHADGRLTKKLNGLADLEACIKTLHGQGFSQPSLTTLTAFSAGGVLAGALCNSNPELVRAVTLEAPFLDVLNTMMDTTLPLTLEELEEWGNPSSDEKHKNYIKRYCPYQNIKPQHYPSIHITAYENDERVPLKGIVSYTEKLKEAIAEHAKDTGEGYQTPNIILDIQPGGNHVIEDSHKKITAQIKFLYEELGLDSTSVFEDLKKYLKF
# EBNA-1 inhibitor – blocks EBNA-1 binding to DNA; EBNA-1 DNA binding, fluorescence polarization; inhibition, % at 14.8 µM; actives 0.34% (n = 300,000); in the data active means inhibition above about 28%
# LYPLA2 inh – blocks human lysophospholipase 2, a PME1 counter-screen; AID 2177; recombinant LYPLA2, FP-Rh probe fluorescence polarization; actives 0.38% (n = 320,000); inhibition, % at 5.9 µM;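 active means inhibition above the screen-wide mean plus 3 SD, limit set per campaign, cut at about 26% in these data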;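 further: 0% = LYPLA2 with DMSO and 100% = wells lacking LYPLA2 enzyme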
# ZTA DNA inh – counter-screen for EBNA-1 inhibitors: inhibitors of Epstein-Barr virus ZTA; P03206; ZTA-DNA binding, fluorescence polarization; inhibition, % at 11 µM; actives 0.15% (n = 320,000); AID 2234; in the data active means inhibition above about 33%
# pPAFAH FP inh – pPAFAH (human) enzyme inhibition; Q13093; recombinant pPAFAH, FP-rhodamine probe fluorescence polarization; inhibition, % at 3.39 µM; actives 1.5% (n = 330,000);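 active means inhibition above the mean inhibition across the screen plus 3 SD, cut at about 25% in these data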;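 further: inhibitors block binding of the rhodamine activity-based probe so polarization drops; 0% = enzyme with DMSO and 100% = wells lacking pPAFAH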
# * hit, by the source's call; . = no result given. Not all compounds are listed. The share of hits here may be higher or lower than overall.
molecule	PAFAH1B2 inh	ZTA DNA inh	PAFAH1B3 inh	LYPLA1 counter	PREPL inh	pPAFAH FP inh	EBNA-1 inhibitor	PAFAH2 FP inh	LYPLA2 inh
COc1ccc(S(=O)(=O)Cc2ccc(C(=O)N3CCN(c4cc(Cl)ccc4C)CC3)o2)cc1	6	-8	7	-7	17	4	-3	13	-15
O=C(NC(=O)N1CCN(c2cccc(Cl)c2)CC1)c1ccccc1	5	1	8	3	13	-6	-6	4	3
CCCN(C(=O)c1c(-c2ccccc2)noc1C)c1c(N)n(Cc2ccccc2)c(=O)[nH]c1=O	3	4	6	-6	1	-2	.	4	0
CCOC(=O)C1CCN(C(=O)Cn2cc(C(=O)C3CC3)c3ccccc32)CC1	1	11	3	2	-11	0	-3	3	5
COc1ccc(S(=O)(=O)N2CCCC(C(=O)NCc3ccco3)C2)cc1OC (configuration not stated)	8	-8	6	-1	1	0	-10	-2	-6
Cc1ccc(-n2ncc(-c3nn[nH]n3)c2N)cc1	-3	-8	3	-3	0	6	8	2	1
CN(CC(=O)N1CCCCC1)S(=O)(=O)c1cccc2nsnc12	1	18	-10	1	12	-6	-9	-1	-3
CSc1nnc(NC(=O)c2ccco2)s1	6	-13	-4	4	-7	5	-3	4	4
O=c1[nH]c(-c2ccc(Cl)cc2)cs1	0	-2	-8	0	-6	-7	-1	-1	8
CCOc1ccc(NC(=O)Nc2cc(C)ccc2F)cc1	4	-2	1	1	21	0	10	0	6
Cc1ccc(Nc2nc(N)nc(CN3CCN(Cc4ccccc4)CC3)n2)cc1Cl	4	8	1	-7	15	1	-9	7	-8
CCc1nnc(NC(=O)CSc2nnc(CCc3nc4ccccc4[nH]3)n2C)s1	2	6	11	-6	-5	-2	18	4	-9
COc1ccc(C(C)C)cc1S(=O)(=O)NCc1ccccn1	5	1	4	0	7	-2	-2	-2	2
COC(=O)[C@@H](NC(=O)/C=C/c1ccc(OC)cc1)C(C)C	3	-3	6	1	24	-4	-15	-3	5
CCN(CC)C(=O)COc1ccc2c3c(c(=O)oc2c1)CCCC3	8	3	7	8	4	2	-4	8	3
Cc1ccccc1NC(=O)CSc1nnc(Cc2ccccc2)o1	1	-10	1	-1	-6	8	7	-8	-2
C[C@H](NS(=O)(=O)c1ccccc1F)C(=O)OCC(=O)N1CCc2ccccc21	5	-7	8	2	-8	4	-5	4	-1
O=C(O)c1cc(-c2ccc(N3CCOCC3)cc2)nn1-c1ccccc1Cl	5	9	9	4	-2	1	-3	3	8
CCOC(=O)Nc1cc(NC(=O)OCC)c(C)nc1C	2	-7	-2	5	-7	0	2	-2	8
O=C1CCc2cc(S(=O)(=O)Nc3ccccc3)cc3c2N1CCC3	1	-16	-3	1	7	22	-5	5	-1
O=C(Cn1c(=O)n(CC2CCCO2)c(=O)c2ccccc21)c1ccc(Cl)c(Cl)c1 (configuration not stated)	-3	-12	-8	1	12	-2	9	7	9
COc1cc(NC(=O)C2CCCCC2)c2ncccc2c1	-3	-11	3	-2	15	-1	7	-2	5
COc1ccc(SCc2noc(C(=O)NCC3CCCO3)c2C(=O)O)cc1 (configuration not stated)	11	2	1	0	-1	2	11	1	-4
N#CCCCn1c(=O)oc2ccccc21	8	-2	2	2	-2	-8	3	8	3
CN(CC(=O)Nc1ccccc1Cl)CC(=O)N1CCc2ccccc21	1	-6	11	0	-14	1	.	7	6
Cc1cc(C)c(C(CC(=O)c2cccs2)C(C#N)C#N)c(C)c1 (configuration not stated)	-6	-10	-11	-7	5	-2	8	5	-5
CCOC(=O)c1sc2nc(C)nc(NCCc3ccc(S(N)(=O)=O)cc3)c2c1C	1	3	0	2	-14	3	14	-5	9
NS(=O)(=O)c1ccc(NC(=O)COC(=O)c2cc([N+](=O)[O-])ccc2Cl)cc1	3	3	7	2	4	5	6	-1	5
CCOC(=O)c1[nH]c(C)c(C(=O)OCC(=O)NC2CCS(=O)(=O)C2)c1C (configuration not stated)	7	12	6	-2	-10	1	7	-2	-7
O=C1NC(c2ccncc2)C(C(=O)c2cccs2)C(O)(C(F)(F)F)N1 (configuration not stated)	8	9	8	1	-5	6	0	5	-2
CCc1ccc(NC(=O)C2CCN(C(=O)[C@@H]3Cc4ccccc4CN3)CC2)cc1	0	4	13	-2	19	-2	-9	-2	0
C=CCN(c1ccccc1)S(=O)(=O)c1cccc(C(=O)OCC(=O)NC2CC2)c1	11	-2	1	-1	-20	10	3	14	-2
O=C(Nc1ccc(F)cc1)c1ccc2[nH]c(=O)c(=O)[nH]c2c1	2	-10	8	-4	8	8	6	5	-4
Cc1ccc(S(=O)(=O)N2CCC(C(N)=O)CC2)cc1[N+](=O)[O-]	8	-2	10	1	16	5	7	3	4
Cn1nnnc1Sc1ccc([N+](=O)[O-])cc1Cl	1	11	-3	0	6	8	1	3	2
CC(C(=O)N1CCc2ccccc21)N1CCN(c2ccccn2)CC1 (configuration not stated)	0	-8	7	1	7	-1	-12	3	-3
O=C(N/N=C/c1cccnc1)c1cccc(F)c1	-2	-8	5	4	10	-1	3	5	-2
O=C(NC(C1CC1)C1CC1)C1CCC(=O)N(CCCN2CCCC2=O)C1 (configuration not stated)	4	5	5	5	1	1	-2	1	12
Cc1ccc(N2C(=O)C(NC(=O)c3c(F)cccc3F)(C(F)(F)F)C3=C2CC(C)(C)CC3=O)cc1 (configuration not stated)	-2	-14	15	-6	10	-1	0	-5	-7
O=C(C1=C[C@H](c2ccccc2)C[C@H](OCc2ccc(CO)cc2)O1)N1CCOCC1	-4	-14	1	0	19	9	-12	6	0

# Taken from above:
# In PAFAH2 FP inh, Cn1nnnc1Sc1ccc([N+](=O)[O-])cc1Cl reads 3
# In EBNA-1 inhibitor, Cc1ccc(S(=O)(=O)N2CCC(C(N)=O)CC2)cc1[N+](=O)[O-] reads 7
# In PAFAH1B2 inh, CC(C(=O)N1CCc2ccccc21)N1CCN(c2ccccn2)CC1 (configuration not stated) reads 0

# (next part)
molecule	PAFAH1B2 inh	ZTA DNA inh	PAFAH1B3 inh	LYPLA1 counter	PREPL inh	pPAFAH FP inh	EBNA-1 inhibitor	PAFAH2 FP inh	LYPLA2 inh
CCc1ccccc1NC(=S)N(CCN1CCCCC1)Cc1ccco1	0	7	1	0	12	3	-1	-2	4
COc1ccc(NC(=O)c2sc(N3CCOCC3)nc2-c2ccccc2)c(OC)c1	2	8	3	1	6	6	6	-2	4
CN=c1sc2ccccc2n1CC(O)COc1ccccc1 (configuration not stated)	0	-5	0	2	7	8	0	4	4
Cc1ccc(-c2nc(N/N=C/c3ccncc3)c3ccccc3n2)cc1	-1	6	3	-13	3	3	17	5	-14
Cc1noc(C)c1COc1ccc(C(=O)NNC(=O)c2ccccc2F)cc1	-8	5	1	-2	13	-1	.	-6	3
CC(C)NC(=O)C1CCN(C2CCN(Cc3cn[nH]c3-c3ccccc3)CC2)CC1	3	-6	3	1	8	1	-3	1	-1
C[n+]1ccccc1/C=C1\Sc2ccccc2N1CCO	0	-5	9	4	16	-2	-1	-1	-5
CC(C)(C)c1ccc(CCC(CC(=O)O)CC(=O)O)cc1	27*	-9	14	3	8	7	-8	-1	0
CCS(=O)(=O)c1nc(S(=O)(=O)c2ccc(Cl)cc2)c(N2CCN(CCO)CC2)s1	4	15	12	0	3	2	11	1	1
Cc1ccc(-c2nc(C3CCN(S(C)(=O)=O)CC3)no2)cc1	5	4	12	1	10	8	-2	8	4
O=C(CSc1nnc(CNC(=O)c2ccccc2F)o1)NC1CCCCC1	3	18	3	1	1	1	-7	5	-7
COc1ccc(-n2cnnc2SCC(=O)Nc2nc(C)c(Cl)cc2Cl)cc1	1	-9	-1	-4	8	-4	-9	1	-7
O=C(NNC1=C(C(=O)C(F)(F)F)CCC1)c1ccc(Br)cc1	8	-20	8	-5	-14	-2	-26	11	-12
CC1CCCC(C)N1/N=C/c1ccc(C#N)cc1 (configuration not stated)	5	-24	2	2	4	-1	-1	6	0
COc1cc(C(=O)NNC(=O)COc2ccc(Cl)cc2)ccc1OCC(=O)N1CCOCC1	-4	-3	12	0	15	-3	.	0	9
Cc1cc(OCC(=O)Nc2ccncc2)ccc1Cl	2	-1	4	-6	-22	2	-11	-3	-1
CCOCCOCN(C#N)c1nc(OC)nc(N(C)C)n1	4	4	11	0	3	4	-8	-9	0
CCn1nnnc1SCC(=O)N1c2ccccc2NC(=O)CC1C (configuration not stated)	0	7	6	1	2	2	.	-7	1
COc1cc(C)ccc1OCc1cc(C(=O)N(Cc2nccn2C)C(C)C)no1	-3	-22	3	-4	12	-7	-1	3	-3
O=C(COC(=O)CCS(=O)(=O)c1ccccc1)Nc1ccccc1	0	1	3	-3	-3	12	.	7	5
C/C=C(\NC(C)=O)c1ccccc1	1	-6	8	1	-3	3	.	2	5
CC1Cc2ccccc2N1C(=O)Cn1nnc(-c2ccccc2NC(=O)C2CCC2)n1 (configuration not stated)	2	-6	1	-3	24	2	-1	-5	6
O=C(Cn1ccc([N+](=O)[O-])n1)N1CCCCCC1	1	1	0	0	2	-2	-12	1	-5
Cc1cc(NS(=O)(=O)c2ccc(NC(=O)/C=C/c3ccccc3)cc2)nc(C)n1	2	.	1	.	4	-1	.	-8	.
COC(=O)c1ccc(=O)n(CC(=O)c2ccc(Cl)cc2)c1	4	2	11	-4	3	-3	5	-2	-2
C=CCc1cccc(/C=N/NC(=O)C[n+]2ccccc2)c1O	-2	6	4	0	0	5	6	-3	3
O=C(NNC(=O)c1nn(-c2ccc(F)cc2)ccc1=O)c1ccc(Cl)cc1	.	12	.	1	9	4	10	.	2
COc1ccc(CNc2ccc3c(c2)nc(C)n3C)cc1	2	7	0	0	20	-4	8	-1	7
CCc1ccc(N(C(=O)c2csnn2)C(C(=O)NC2CCCCC2)c2ccncc2)cc1 (configuration not stated)	3	-3	4	1	9	-1	-1	3	-2
Cc1ccccc1-n1c(=O)cc(N2CC(C)OC(C)C2)[nH]c1=O (configuration not stated)	-1	-6	-6	1	7	2	6	0	9
CC[C@H](C)[C@@H](C(=O)N1CCNCC1)n1cc([C@@H](N)CO)nn1	7	-3	1	0	8	5	5	-1	-5
Cc1ccc(N2CC(C(=O)Nc3cc(C)on3)CC2=O)c(C)c1 (configuration not stated)	6	-4	0	-4	2	-8	-10	-2	-11
CCN(CC(=O)Nc1sc2c(c1C#N)CCCC2)Cc1nc2ccccc2c(=O)[nH]1	10	4	11	-1	3	0	-6	7	0
CC(C)N(CCNC(=O)c1ccc(OCC2CCCO2)cc1)C(C)C (configuration not stated)	7	-16	4	2	11	6	2	-10	5
CC(NC(=O)c1ccco1)c1nc(-c2ccccc2Cl)no1 (configuration not stated)	7	-10	10	-3	6	-9	-6	-7	-7
COc1cc(/C=N/Nc2ccccn2)ccc1OCC(C)C	1	3	10	2	9	3	-16	-3	-4
O=C(c1ccc(Cl)cc1)c1ccccc1C(=O)N1CCOCC1	1	-7	5	-1	7	1	1	0	3
CCCCN(Cc1ccco1)S(=O)(=O)c1ccc(-c2ccc(=O)[nH]n2)s1	12	-41	4	1	0	-3	-15	17	3
C=C(C)Cn1c(=O)c(NC(=O)c2ccccc2)c2n(c1=S)CCC2	2	-15	2	-2	-1	1	-3	-3	3
